From PubChem BioAssay
PG9 Ab binder: small molecules binding HIV-1 gp120 antibody PG9; 360,000 compounds, 0.43% hits; inhibition, % at 6.7 µM; TR-FRET gp120-PG9 antibody binding; in the data active = inhibition above about 8.5%
ABHD4 inh: inhibitors of mouse ABHD4. inhibition, % at 8.92 µM. AID 720543. Q8VD66. purified mABHD4, FP-Rh probe fluorescence polarization. 370,000 compounds, 0.54% hits;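 active = inhibition exceeding the mean over every tested compound plus 3 SD, cut at about 30% in these data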;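 note: 0% = plate median of compound wells and 100% = S159A mutant with DMSO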
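Test system: mouse ABHD4 enzyme, wild type. Reagent: FP-Rh fluorescent activity-based probe, added after compound pre-incubation. Timing: pre-incubation 45 min, probe exposure 60 min, at 25 °C. Technique: FP readout, ex 525 nm / em 598 nm. Benchmarks: high control S159A mutant with DMSO, low control median of compound wells.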
TDP2 absorb: blocks human TDP2 phosphodiesterase activity | recombinant TDP2, T5PNP hydrolysis, p-nitrophenol absorbance 415 nm | inhibition, % at 12.8 µM | O95551 | 370,000 compounds, 0.34% hits | AID 720702;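 active = inhibition above the mean of all tested compounds plus 3 SD, set per campaign, cut at about 25% in these data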;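 note: 0% = DMSO with enzyme and 100% = buffer with substrate but no TDP2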
Target sequence (O95551 whole entry, looked up): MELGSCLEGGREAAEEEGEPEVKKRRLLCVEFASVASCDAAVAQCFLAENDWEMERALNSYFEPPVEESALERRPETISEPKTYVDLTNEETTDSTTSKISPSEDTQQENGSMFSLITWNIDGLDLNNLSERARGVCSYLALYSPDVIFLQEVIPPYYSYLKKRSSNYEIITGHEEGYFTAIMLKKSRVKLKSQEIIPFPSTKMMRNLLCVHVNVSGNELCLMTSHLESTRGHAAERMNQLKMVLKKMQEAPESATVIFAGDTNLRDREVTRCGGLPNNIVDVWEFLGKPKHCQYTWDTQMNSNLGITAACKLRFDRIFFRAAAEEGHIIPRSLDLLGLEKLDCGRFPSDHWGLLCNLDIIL
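Material: recombinant human TDP2; quantity: TDP2 enzyme at 120 nM final; medium: Tris-HCl pH 7.5 with MgCl2; compound: single concentration, 12.8 µM nominal, with 1% DMSO; incubation: 2 h enzyme incubation at 37 °C; signal: epi absorbance; measure: percent inhibition; benchmarks: high control without enzyme, low control DMSO plus TDP2; repeats: singlicate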
LEDGF integ inh: blocks HIV-1 LEDGF/p75-dependent DNA integration. TR-FRET IN-LEDGF/p75 DNA integration, Eu/Cy5. 370,000 compounds, 0.64% hits. AID 743269. inhibition, % at 3.7 µM;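 active = inhibition above the screen-wide mean plus 3 SD, cut at about 13% in these data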;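 note: signal is the Cy5 over europium emission ratio at 671 and 618 nm; 0% = plate median of compound wells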
SIAE inh: inhibitors of human sialic acid acetylesterase SIAE; Q9HAT2; SIAE FP-Rh probe binding, fluorescence polarization; inhibition, % at 9.66 µM; 370,000 compounds, 0.69% hits;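 active = inhibition above a cutoff: mean of compounds within the control limits plus 3 SD of those, cut at about 17% in these data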;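 note: 0% = plate median of compound wells and 100% = probe without SIAE protein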
DDE Tn7 FP inh: DD(E)-Tn7 binding inhibition, primary FP screen. P02675. FP displacement of FITC-Tn7 peptide from fibrin DD(E); 0% = median of compound wells per plate. inhibition, % at 8.3 µM. 370,000 compounds, 0.13% hits;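 active = inhibition above the mean of compounds falling within the control limits plus 3 SD of them, cut at about 14% in these data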;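 note: 0% = plate median of compound wells and 100% = 10 µM Aha-Tn7 peptide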
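Assay system: Human fibrin DD(E) protein | Medium: Tris buffer with calcium and detergent, pH 7.8 | Reagent: 0.1 µM fluorescent Tn7 | Compound dosing: Single point at 8.3 µM | Times: 10 min preincubation, 3 h with tracer, room temperature | Detection: Fluorescence polarization of the labelled Tn7 tracer | Controls: Aha-Tn7 high control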
UHRF1 MBD2 ctr: blocks human UHRF1 binding to methylated DNA | 370,000 compounds, 0.75% hits | UHRF1 binding to methylated oligo, TR-FRET | AID 687016 | Q96T88 | inhibition, % at 4.4 µM; in the data active = inhibition above about 21%;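 note: UHRF1 SRA domain binding a hemimethylated CpG hairpin DNA probe; 0% = median of test compound wells and 100% = reference inhibitor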
HTRA1 inhibitor: inhibitors of human serine peptidase HTRA1 | inhibition, % at 5.96 µM | Q92743 | 340,000 compounds, 0.5% hits | recombinant HTRA1, FP-rhodamine activity-based probe, fluorescence polarization; in the data active = inhibition above about 36%;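 note: 0% = enzyme with DMSO and 100% = wells lacking enzyme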
PRMT1 FP inh: inhibitors of human PRMT1; Q99873; recombinant PRMT1, activity-based probe fluorescence polarization; inhibition, % at 2.79 µM; 370,000 compounds, 1.3% hits;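 active = inhibition above about 21% made by adding two undisclosed values, limit read from the data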
TCR-CD3 inh: blocks the human TCR-CD3 interaction. TAMRA-labeled TCR probe fluorescence, biochemical. inhibition, % at 9.4 µM. 360,000 compounds, 0.37% hits. AID 651800; in the data active = inhibition above about 19%;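 note: recombinant mutant TCR 2C K166C tagged with TAMRA read by polarization; 0% = receptor in buffer alone and 100% = receptor with positive control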
* hit, by the source's call; . = no result given.

SMILES	PG9 Ab binder	ABHD4 inh	TDP2 absorb	LEDGF integ inh	SIAE inh	DDE Tn7 FP inh	UHRF1 MBD2 ctr	HTRA1 inhibitor	PRMT1 FP inh	TCR-CD3 inh
Cn1cc(CCC(=O)N2CCCC(Nc3ccc(F)cc3)C2)cn1 (centres undefined)	0.3	7	-5	1	3	-1	3	3	-5	9
COC(CNC(=O)C(=O)Nc1ccc2c(c1)N(S(=O)(=O)c1cccs1)CCC2)OC	0.0	-4	2	-4	5	0	0	2	2	-5
COc1ccc(C(=O)NCC2CCN(C(=O)C(=O)c3cccs3)CC2)cc1	1.0	6	6	-4	-1	-1	12	.	2	-5
NC(=O)NNC(=S)Nc1cccc2ccccc12	0.0	4	0	-5	-3	-2	-1	0	-1	-3
COc1ccc(CCNC(=O)C2(C)CCC(=O)N2Cc2ccc(F)cc2Cl)cc1OC (centres undefined)	1.4	-10	-8	10	-2	-2	6	-4	1	-8
O=C(Cn1nc(-c2ccccc2)ccc1=O)NCCCN1CCOCC1	0.1	1	0	7	-1	-3	0	-4	-3	1
CCOC(=O)C1CCCN(C(=O)c2cn(C)c(=O)c3cc(OC)c(OC)cc23)C1 (centres undefined)	0.9	6	-7	2	-3	-4	2	-6	0	-3
O=C(O)c1cn[nH]c1-n1cnnn1	-0.5	-7	-2	2	-1	12	0	3	-1	-3
COc1ccc(C(=O)NNC(=O)C2CC=CCC2)cc1 (centres undefined)	-1.9	0	9	0	4	-3	-3	0	-3	5
Clc1ccc(SCc2nc3ccccc3[nH]2)cc1	2.0	-11	-4	1	-2	1	-4	-10	-1	-6
Cc1noc(C)c1C(=O)N1CCN(Cc2ccccc2)CC1	0.0	1	12	3	-6	-7	-2	3	1	4
O=C1C2CCCN2C(c2ccc(F)cc2)N1c1cccc(Cl)c1 (centres undefined)	-0.8	1	10	-1	-2	0	3	3	-3	4
NC(=O)c1nsc(C(=O)N(Cc2cccnc2)C(C(=O)NCc2ccccc2)c2ccc(O)cc2)c1N (centres undefined)	-0.7	-5	4	2	-2	10	0	-4	-2	3
COc1ccccc1N(Cc1ccccc1)S(=O)(=O)c1cccc(C(=O)Nc2ncccc2C)c1	-0.2	-10	-17	3	-2	7	-2	-25	-5	4
CSc1ccc(NC(=O)NCc2ccccc2)cc1	-3.4	2	-2	1	3	-5	-1	-1	0	5
Cc1csc(NC(=O)CCC(=O)N(CC(=O)NC2CCCC2)Cc2ccccc2)n1	1.1	-3	-3	0	7	0	-2	2	1	-2
Cc1ccc(CNn2cnnc2SCc2ccc(F)cc2)cc1	2.0	-4	6	0	-2	2	0	-2	1	1
CCOC(=O)c1c(C)[nH]c(C)c1C(=O)COC(=O)c1cccc(S(=O)(=O)N(CC)CC)c1	-1.5	3	4	1	-3	-5	-1	-18	2	-15
O=C(NCCCN1CCCC1)C1CCC(=O)N1C1CCCCC1 (centres undefined)	0.1	-3	-5	-1	-1	2	0	3	0	-1
O=C(Oc1cncc(Cl)c1)c1sccc1Cl	1.5	-3	-9	3	9	-3	5	5	-3	-3
COc1ccc(NC(=O)Nc2ccccc2F)cc1Cl	-2.5	-4	15	1	6	-7	15	-8	-2	7
Cc1ccc(-c2cc(C(=O)NN=Cc3c(O)ccc4ccccc34)[nH]n2)cc1C	.	13	4	0	6	-5	-4	.	-3	.

Rewritten comma-delimited: seven of the compounds above
molecule,PG9 Ab binder,ABHD4 inh,TDP2 absorb,LEDGF integ inh,SIAE inh,DDE Tn7 FP inh,UHRF1 MBD2 ctr,HTRA1 inhibitor,PRMT1 FP inh,TCR-CD3 inh
CSc1ccc(NC(=O)NCc2ccccc2)cc1,-3.4,2,-2,1,3,-5,-1,-1,0,5
COc1ccc(CCNC(=O)C2(C)CCC(=O)N2Cc2ccc(F)cc2Cl)cc1OC (centres undefined),1.4,-10,-8,10,-2,-2,6,-4,1,-8
O=C(O)c1cn[nH]c1-n1cnnn1,-0.5,-7,-2,2,-1,12,0,3,-1,-3
NC(=O)NNC(=S)Nc1cccc2ccccc12,0.0,4,0,-5,-3,-2,-1,0,-1,-3
O=C(NCCCN1CCCC1)C1CCC(=O)N1C1CCCCC1 (centres undefined),0.1,-3,-5,-1,-1,2,0,3,0,-1
Cn1cc(CCC(=O)N2CCCC(Nc3ccc(F)cc3)C2)cn1 (centres undefined),0.3,7,-5,1,3,-1,3,3,-5,9
O=C1C2CCCN2C(c2ccc(F)cc2)N1c1cccc(Cl)c1 (centres undefined),-0.8,1,10,-1,-2,0,3,3,-3,4

Ordered by the number under LEDGF integ inh (descending): some entries from above.
molecule,PG9 Ab binder,ABHD4 inh,TDP2 absorb,LEDGF integ inh,SIAE inh,DDE Tn7 FP inh,UHRF1 MBD2 ctr,HTRA1 inhibitor,PRMT1 FP inh,TCR-CD3 inh
O=C(Oc1cncc(Cl)c1)c1sccc1Cl,1.5,-3,-9,3,9,-3,5,5,-3,-3
NC(=O)c1nsc(C(=O)N(Cc2cccnc2)C(C(=O)NCc2ccccc2)c2ccc(O)cc2)c1N (centres undefined),-0.7,-5,4,2,-2,10,0,-4,-2,3
COC(CNC(=O)C(=O)Nc1ccc2c(c1)N(S(=O)(=O)c1cccs1)CCC2)OC,0.0,-4,2,-4,5,0,0,2,2,-5
